Bioassay records from PubChem.
TcdB GH inh: TcdB glycohydrolase inhibitors, primary screen, biochemical, single point, plate reader. Toxin B (Clostridioides difficile), P18177. AID 652162, 2013. TcdB glycohydrolase enzymatic assay. inhibition, % at 9.99 µM. 350,000 compounds, 0.24% hits; in the data active = inhibition above about 10%
Target sequence (P18177 whole entry, looked up): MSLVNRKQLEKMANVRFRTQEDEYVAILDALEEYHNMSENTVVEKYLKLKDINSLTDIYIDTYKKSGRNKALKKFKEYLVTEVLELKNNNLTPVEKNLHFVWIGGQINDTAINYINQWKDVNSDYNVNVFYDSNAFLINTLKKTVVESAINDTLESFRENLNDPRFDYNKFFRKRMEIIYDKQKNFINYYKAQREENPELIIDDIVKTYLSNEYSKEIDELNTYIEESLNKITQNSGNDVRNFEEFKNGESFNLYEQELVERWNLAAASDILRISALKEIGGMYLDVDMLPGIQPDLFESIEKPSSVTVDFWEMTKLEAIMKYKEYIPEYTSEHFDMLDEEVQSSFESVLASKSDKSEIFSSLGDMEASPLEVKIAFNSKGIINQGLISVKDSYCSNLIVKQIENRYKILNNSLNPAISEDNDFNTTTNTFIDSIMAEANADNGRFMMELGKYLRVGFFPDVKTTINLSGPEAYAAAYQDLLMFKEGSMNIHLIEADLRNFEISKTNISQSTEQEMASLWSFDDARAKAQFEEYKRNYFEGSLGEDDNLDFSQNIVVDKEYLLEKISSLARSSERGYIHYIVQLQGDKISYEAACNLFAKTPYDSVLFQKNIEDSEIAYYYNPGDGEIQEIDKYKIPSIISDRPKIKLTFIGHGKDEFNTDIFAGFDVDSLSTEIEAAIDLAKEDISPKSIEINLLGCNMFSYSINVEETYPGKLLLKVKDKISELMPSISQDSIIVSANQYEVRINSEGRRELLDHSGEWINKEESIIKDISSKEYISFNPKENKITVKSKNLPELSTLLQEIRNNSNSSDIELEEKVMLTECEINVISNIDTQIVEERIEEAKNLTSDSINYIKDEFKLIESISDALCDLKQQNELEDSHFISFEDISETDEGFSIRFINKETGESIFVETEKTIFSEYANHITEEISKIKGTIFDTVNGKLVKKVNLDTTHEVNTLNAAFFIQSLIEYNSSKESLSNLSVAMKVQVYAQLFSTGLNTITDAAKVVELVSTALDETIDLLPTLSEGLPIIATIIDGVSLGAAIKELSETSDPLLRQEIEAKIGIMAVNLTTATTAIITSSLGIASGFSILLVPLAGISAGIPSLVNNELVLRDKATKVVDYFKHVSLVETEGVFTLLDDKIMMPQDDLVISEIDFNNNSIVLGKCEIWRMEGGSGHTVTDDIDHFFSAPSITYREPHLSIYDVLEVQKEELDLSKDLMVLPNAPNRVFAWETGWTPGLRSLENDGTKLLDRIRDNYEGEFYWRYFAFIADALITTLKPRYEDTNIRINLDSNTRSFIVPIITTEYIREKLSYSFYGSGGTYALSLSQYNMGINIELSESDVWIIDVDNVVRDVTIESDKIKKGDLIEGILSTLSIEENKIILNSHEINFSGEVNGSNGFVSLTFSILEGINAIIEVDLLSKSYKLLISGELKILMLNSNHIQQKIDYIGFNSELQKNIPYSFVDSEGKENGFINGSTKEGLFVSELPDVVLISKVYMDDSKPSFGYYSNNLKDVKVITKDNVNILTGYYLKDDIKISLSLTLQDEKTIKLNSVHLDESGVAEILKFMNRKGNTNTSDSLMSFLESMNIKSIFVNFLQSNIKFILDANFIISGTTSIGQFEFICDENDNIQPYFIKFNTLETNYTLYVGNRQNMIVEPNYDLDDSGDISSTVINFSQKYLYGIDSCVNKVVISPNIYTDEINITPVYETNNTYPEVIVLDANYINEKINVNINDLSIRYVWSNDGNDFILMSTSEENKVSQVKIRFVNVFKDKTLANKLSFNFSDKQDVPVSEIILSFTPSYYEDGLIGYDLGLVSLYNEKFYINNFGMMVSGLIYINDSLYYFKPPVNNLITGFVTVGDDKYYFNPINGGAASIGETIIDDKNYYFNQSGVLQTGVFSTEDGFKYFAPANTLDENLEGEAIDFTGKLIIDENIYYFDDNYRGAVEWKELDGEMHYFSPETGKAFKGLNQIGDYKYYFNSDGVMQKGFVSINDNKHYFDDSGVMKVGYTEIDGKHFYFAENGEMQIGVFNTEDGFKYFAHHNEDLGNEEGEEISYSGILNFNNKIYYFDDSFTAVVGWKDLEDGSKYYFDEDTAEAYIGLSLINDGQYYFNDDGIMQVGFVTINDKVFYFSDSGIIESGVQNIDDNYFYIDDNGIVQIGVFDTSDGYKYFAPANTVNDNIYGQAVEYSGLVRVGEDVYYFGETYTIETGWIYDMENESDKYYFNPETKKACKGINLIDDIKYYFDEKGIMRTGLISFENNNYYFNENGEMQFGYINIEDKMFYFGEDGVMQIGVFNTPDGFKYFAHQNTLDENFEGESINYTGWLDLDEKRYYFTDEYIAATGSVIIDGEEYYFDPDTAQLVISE
* marks the source's active call; other numbers are inactive results; & = joins results of further samples. Some of the compounds tested; count on the stated rates, not on these rows.

SMILES	TcdB GH inh
CN(C)C(=O)C[C@@H]1CC[C@@H]2[C@H](COC[C@@H](O)CN2CC2CC2)O1	-1.1
C[C@H]1CN([C@@H](C)CO)C(=O)c2cc(NC(=O)Nc3ccccc3)ccc2O[C@H]1CN(C)Cc1ccccc1	-0.3
O=C(Cc1ccccc1)N1C[C@H]2[C@@H](c3ccccc31)[C@H](CO)N2C(=O)C1CC1	0.1
CC(C)C#Cc1ccc2c(c1)O[C@H](CN(C)CC1CC1)[C@H](C)CN([C@H](C)CO)S2(=O)=O	-0.6
Cc1ccc(S(=O)(=O)N[C@@H]2CC[C@@H](CC(=O)NCc3ccncn3)O[C@@H]2CO)cc1	0.9
C[C@H]1CN([C@@H](C)CO)C(=O)c2cc(-c3cccc(F)c3)cnc2O[C@H]1CN(C)Cc1cccnc1	0.2
C[C@H]1CN([C@@H](C)CO)C(=O)c2cccc(NS(=O)(=O)c3cccs3)c2O[C@H]1CN(C)C(=O)Nc1ccc(F)cc1	0.5
CN(C)CCCNC(=O)C[C@H]1C=C[C@@H](NC(=O)c2ccccc2F)[C@H](CO)O1	1.3
C/C=C/c1ccc([C@H]2[C@@H](CO)N(C(=O)CC)C23CN(C(=O)c2ccccc2)C3)cc1	1.1
COc1ccccc1S(=O)(=O)N1C[C@@H]2N[C@H](C1)C2c1ccc(-c2cccc(C)c2)cc1 (some centres undefined)	-0.6&-0.3
CCC(=O)N1[C@@H](CO)[C@@H](c2ccc(-c3ccccc3C)cc2)C12CN(C(C)=O)C2	0.4
CCCC(=O)Nc1ccc2c(c1)OC[C@@H](C)N(Cc1ccccc1)C[C@H](C)[C@@H](OC)CN(C)C2=O	0.3
CO[C@H]1CN(C)C(=O)c2cc(NS(=O)(=O)c3ccc(Cl)cc3)ccc2OC[C@@H](C)N(C)C[C@@H]1C	0.5
C[C@@H]1CCCCO[C@@H](CN(C)CC2CCCCC2)[C@H](C)CN([C@@H](C)CO)C(=O)c2cc(NC(=O)C3CCCCC3)ccc2O1	-0.5
C[C@@H]1CN([C@@H](C)CO)C(=O)c2cc(NS(=O)(=O)c3ccccc3)ccc2O[C@@H](C)CCCCO[C@H]1CN(C)C	0.7
C[C@@H]1CN([C@@H](C)CO)C(=O)c2cccc(NC(=O)C3CCOCC3)c2O[C@@H]1CN(C)Cc1ccc(C(=O)Nc2ccccc2N)cc1	-3.3
Cc1ccccc1S(=O)(=O)N1CC(=O)N2[C@H](CO)[C@H](c3ccc(C#CC4CC4)cc3)[C@@H]2C1	0.0
CCCNC(=O)C[C@H]1C[C@H]2c3cc(NC(=O)Nc4ccccc4F)ccc3O[C@H]2[C@H](CO)O1	-4.0
C[C@@H]1CN([C@@H](C)CO)C(=O)c2cc(/C=C/c3ccccc3)cnc2O[C@@H]1CN(C)S(=O)(=O)c1ccccc1F	-0.5
C[C@@H]1CCCCO[C@H](CN(C)C)[C@H](C)CN([C@H](C)CO)C(=O)c2cc(NS(=O)(=O)c3ccc(Cl)cc3)ccc2O1	1.5
O=C(CN1CCOCC1)N1CC(=O)N2[C@@H](CO)[C@H](c3ccc(/C=C/c4ccccc4)cc3)[C@@H]2C1	1.0
CCNC(=O)C[C@@H]1CC[C@H](NS(=O)(=O)c2ccc(F)cc2)[C@H](CO)O1	0.2
N#C[C@H]1[C@@H](c2ccccc2)[C@H](CO)N1C(=O)Cc1ccccn1	0.0
CCCNC(=O)[C@H]1[C@H](CO)[C@H]2Cn3c(ccc(-c4cccc(OC)c4)c3=O)[C@H]2N1Cc1nccs1	0.3
CCCC#Cc1cnc2c(c1)C(=O)N([C@H](C)CO)C[C@@H](C)[C@@H](CN(C)C(=O)NC1CCCC1)O2	0.2

The results go on.
SMILES	TcdB GH inh
C[C@H]1CN([C@@H](C)CO)C(=O)c2cccc(NS(=O)(=O)c3ccc(Cl)cc3)c2O[C@@H]1CN(C)C(=O)NC1CCCCC1	-0.4
C[C@@H]1CCCCO[C@@H](CN(C)C(=O)C2CCCCC2)[C@H](C)CN([C@@H](C)CO)C(=O)c2cc(NS(=O)(=O)c3ccc(Cl)cc3)ccc2O1	1.2
COCC(=O)N(C)C[C@H]1Oc2cc(C#CC3CC3)ccc2S(=O)(=O)N([C@H](C)CO)C[C@H]1C	-1.9
CCCC#Cc1ccc2c(c1)O[C@@H](CN(C)C(=O)c1ccccc1)[C@@H](C)CN([C@H](C)CO)S2(=O)=O	-0.2
N#C[C@H]1[C@@H](c2ccc(C#CC3CCCC3)cc2)[C@H](CO)N1S(=O)(=O)c1ccccc1	0.5
CO[C@@H]1CN(C)C(=O)c2ccc(NC(=O)c3ccc(F)cc3)cc2OC[C@H](C)N(C)C[C@@H]1C	-0.2
COc1ccc(-c2ccc([C@H]3[C@@H](CO)N4C(=O)CN(C(=O)c5ccccc5)C[C@@H]34)cc2)cc1	0.2
O=C(C[C@@H]1CC[C@H](NC(=O)c2ccccc2)[C@@H](CO)O1)Nc1ccc(-c2ccccc2)cc1	0.7
O=C(c1ccccc1F)N1C[C@H]2[C@@H](c3ccccc31)[C@H](CO)N2C(=O)c1ccc(F)cc1	0.1
C[C@H]1CN([C@@H](C)CO)S(=O)(=O)c2ccc(C#CC3CC3)cc2O[C@@H]1CN(C)Cc1ccccc1F	0.0
O=S(=O)(NC[C@H]1N[C@H](CO)[C@H]1c1ccccc1)c1ccccc1	0.7
C[C@@H]1CN([C@@H](C)CO)C(=O)c2cccc(NS(=O)(=O)c3ccc(F)cc3)c2O[C@@H]1CN(C)Cc1ccc(C(=O)Nc2ccccc2N)cc1	-1.8
C[C@H]1CN([C@@H](C)CO)C(=O)Cc2cc(NS(=O)(=O)c3ccccc3)ccc2O[C@H]1CN(C)C(=O)Nc1ccccc1	1.2
C[C@@H]1CN([C@@H](C)CO)C(=O)c2cccc(NS(=O)(=O)c3cccs3)c2O[C@H]1CN(C)Cc1ccc(C(=O)O)cc1	-6.8
C[C@@H]1CCCCO[C@@H](CN(C)C(=O)Nc2ccc(C(F)(F)F)cc2)[C@H](C)CN([C@@H](C)CO)C(=O)c2cc(NS(=O)(=O)c3ccc(Cl)cc3)ccc2O1	0.3
C[C@H](CO)N1C[C@H](C)[C@@H](CN(C)CC2CC2)OCc2ccccc2-c2ccccc2C1=O	0.0
N#C[C@H]1[C@@H](c2ccc(C#CC3CCCC3)cc2)[C@@H](CO)N1S(=O)(=O)c1ccccc1	-0.3
COc1ccc(CN(C)C[C@H]2OCCCC[C@H](C)Oc3ccc(NC(=O)c4ccncc4)cc3C(=O)N([C@H](C)CO)C[C@@H]2C)cc1	-0.1
C[C@@H]1CN([C@H](C)CO)C(=O)c2cc(NC(=O)Nc3ccc(F)cc3)ccc2O[C@H]1CN(C)C	-1.5
CCCN(C)C[C@H]1Oc2cc(C#CC3(O)CCCC3)ccc2S(=O)(=O)N([C@@H](C)CO)C[C@H]1C	1.2
CN(C)CC(=O)Nc1ccc2c(c1)[C@H]1C[C@@H](CC(=O)NCc3ccc(Cl)cc3)O[C@@H](CO)[C@H]1O2	-3.0
C/C=C/c1ccc([C@@H]2[C@@H](CO)N(c3nc(CC)cs3)[C@H]2C#N)cc1	1.7
C[C@@H]1CN([C@H](C)CO)C(=O)CCCn2nncc2CO[C@H]1CN(C)C(=O)Nc1ccccc1C(F)(F)F	-1.3
C[C@H](CO)N1C[C@H](C)[C@@H](CN(C)C(=O)Nc2ccc(F)cc2)Oc2c(NC(=O)C3CCCCC3)cccc2C1=O	-0.1
O=C(Nc1cccc(F)c1)N[C@H]1CC[C@H](CCNS(=O)(=O)c2cccc(Cl)c2)O[C@@H]1CO	-4.3

Four structures from above, ordered by SMILES length, descending.
SMILES	TcdB GH inh
C[C@@H]1CCCCO[C@@H](CN(C)C(=O)Nc2ccc(C(F)(F)F)cc2)[C@H](C)CN([C@@H](C)CO)C(=O)c2cc(NS(=O)(=O)c3ccc(Cl)cc3)ccc2O1	0.3
C[C@@H]1CCCCO[C@@H](CN(C)C(=O)C2CCCCC2)[C@H](C)CN([C@@H](C)CO)C(=O)c2cc(NS(=O)(=O)c3ccc(Cl)cc3)ccc2O1	1.2
C[C@H]1CN([C@@H](C)CO)S(=O)(=O)c2ccc(C#CC3CC3)cc2O[C@@H]1CN(C)Cc1ccccc1F	0.0
C[C@H](CO)N1C[C@H](C)[C@@H](CN(C)CC2CC2)OCc2ccccc2-c2ccccc2C1=O	0.0

Remaining list, next part
SMILES	TcdB GH inh
C[C@H](CO)N1C[C@H](C)[C@@H](CN(C)Cc2ccc(Cl)c(Cl)c2)Oc2c(NC(=O)Nc3ccc(C(F)(F)F)cc3)cccc2C1=O	-0.6
C[C@@H]1CN([C@H](C)CO)C(=O)Cc2cc(NC(=O)Nc3ccc(F)cc3)ccc2O[C@@H]1CN(C)C(=O)Nc1ccc2c(c1)OCO2	-0.3
COc1ccc(-c2ccc([C@H]3[C@@H](C#N)N(C(=O)C4CC4)[C@H]3CO)cc2)cc1	-7.4
C[C@H](CO)N1C[C@H](C)[C@H](CN(C)Cc2ccc3c(c2)OCO3)Oc2c(NC(=O)Nc3ccccc3)cccc2C1=O	-2.7
O=C(NCC[C@H]1CC[C@@H](NS(=O)(=O)c2cccc(F)c2)[C@H](CO)O1)Nc1cc(F)ccc1F	-7.6
O=C(C[C@@H]1C[C@@H]2c3cc(NC(=O)Nc4ccc(C(F)(F)F)cc4)ccc3O[C@@H]2[C@@H](CO)O1)NCC1CC1	-0.4
C[C@@H]1CN([C@H](C)CO)S(=O)(=O)c2ccc(-c3cccnc3)cc2O[C@H]1CN(C)C(=O)C1CCCCC1	0.5
CCCC#Cc1ccc([C@@H]2[C@H](CO)N3CCCCN(Cc4cccnc4)C[C@@H]23)cc1	-0.4
COc1cccc(-c2ccc(C3[C@@H]4CN(S(=O)(=O)c5ccccc5C)C[C@H]3N4)cc2)c1 (some centres undefined)	-0.4&-0.8
O=C(Cc1ccccc1)N[C@H]1CC[C@@H](CC(=O)N2CCCCC2)O[C@H]1CO	1.0
C[C@H](CO)N1C[C@H](C)[C@H](CN(C)S(=O)(=O)c2ccc(Cl)cc2)OCCCC[C@H](C)Oc2ccc(NC(=O)c3ccccc3)cc2C1=O	-0.3
CO[C@@H]1CN(C)C(=O)c2cc(NC(C)=O)ccc2OC[C@@H](C)N(Cc2ccccc2F)C[C@@H]1C	-1.3
C[C@H]1CN([C@@H](C)CO)C(=O)Cc2cc(NS(=O)(=O)c3ccc(F)cc3)ccc2O[C@H]1CN(C)C(=O)Nc1cccc2ccccc12	1.3
COc1ccc(S(=O)(=O)Nc2ccc3c(c2)C(=O)N([C@@H](C)CO)C[C@@H](C)[C@H](CN(C)S(=O)(=O)c2ccc(F)cc2)O3)cc1	0.5
COc1ccc(-c2ccc3n(c2=O)C[C@@H]2[C@@H](CO)[C@H](C(=O)N4CCOCC4)N[C@H]32)cc1	-0.1
CN1c2ccc(-c3ccccc3)cc2[C@@H]2[C@@H](CCN2C(=O)CC2CC2)[C@H]1CO	0.1
C[C@@H]1CN([C@@H](C)CO)C(=O)c2cccc(NC(=O)C3CC3)c2O[C@H]1CN(C)CC1CC1	-20
COc1ccc2c3c([nH]c2c1)[C@H](CO)N(C(=O)c1cccc(F)c1)CC31CN(C(C)=O)C1	1.2
C/C=C/c1cnc2c(c1)C(=O)N([C@@H](C)CO)C[C@H](C)[C@H](CN(C)Cc1ccccc1F)O2	0.3
O=C(N[C@@H]1CC[C@H](CCNS(=O)(=O)Cc2ccccc2)O[C@H]1CO)c1cnccn1	0.1
C[C@H](CO)N1C[C@H](C)[C@H](CN(C)Cc2ccncc2)Oc2ccc(NC(=O)Cc3ccccc3)cc2C1=O	-0.2
COc1cccc(CNC(=O)[C@H]2[C@H](CO)[C@H]3Cn4c(cccc4=O)[C@@H]2N3C(=O)C2CCC2)c1	0.3
C[C@@H]1CN([C@H](C)CO)S(=O)(=O)c2ccc(-c3cccc(F)c3)cc2O[C@H]1CN(C)C	1.1
C[C@H](CO)N1C[C@H](C)[C@@H](CN(C)Cc2ccc3c(c2)OCO3)Oc2c(NC(=O)Nc3ccc(C(F)(F)F)cc3)cccc2C1=O	1.1
C[C@H]1CCCCO[C@H](CN(C)C(=O)C2CCCCC2)[C@@H](C)CN([C@@H](C)CO)C(=O)c2cc(NC(=O)C3CCCCC3)ccc2O1	-0.2

Fetched by compound from the entries so far:
SMILES	TcdB GH inh
C/C=C/c1cnc2c(c1)C(=O)N([C@@H](C)CO)C[C@H](C)[C@H](CN(C)Cc1ccccc1F)O2	0.3
COc1ccc(-c2ccc([C@H]3[C@@H](C#N)N(C(=O)C4CC4)[C@H]3CO)cc2)cc1	-7.4
C[C@H](CO)N1C[C@H](C)[C@H](CN(C)Cc2ccc3c(c2)OCO3)Oc2c(NC(=O)Nc3ccccc3)cccc2C1=O	-2.7
C[C@H]1CN([C@@H](C)CO)C(=O)Cc2cc(NS(=O)(=O)c3ccc(F)cc3)ccc2O[C@H]1CN(C)C(=O)Nc1cccc2ccccc12	1.3
O=C(NCC[C@H]1CC[C@@H](NS(=O)(=O)c2cccc(F)c2)[C@H](CO)O1)Nc1cc(F)ccc1F	-7.6
C[C@@H]1CN([C@H](C)CO)S(=O)(=O)c2ccc(-c3cccc(F)c3)cc2O[C@H]1CN(C)C	1.1

(listing goes on)
SMILES	TcdB GH inh
CCCC(=O)Nc1ccc2c(c1)C(=O)N(C)[C@@H]1CC[C@@H](CC(=O)O)O[C@H]1CO2	-9.2
O=C(NCC[C@H]1CC[C@@H](NC(=O)c2cnccn2)[C@@H](CO)O1)c1ccc2c(c1)OCO2	0.0
CO[C@@H]1CN(C)C(=O)c2cc(NC(=O)CC(F)(F)F)ccc2OC[C@H](C)N(CC2CC2)C[C@@H]1C	0.6
O=C(C[C@@H]1C[C@H]2c3cc(NC(=O)CC4CC4)ccc3O[C@H]2[C@H](CO)O1)NCc1ccncc1	-0.3
CO[C@@H]1CN(C)C(=O)c2cc(NC(=O)c3ccccc3)ccc2OC[C@@H](C)N(C(=O)C2CC2)C[C@@H]1C	0.0
C[C@@H]1CN([C@H](C)CO)C(=O)c2cc(NC(=O)NC3CCCCC3)ccc2O[C@H]1CN(C)S(=O)(=O)c1ccc(F)cc1	1.7
O=C(C[C@H]1C[C@H]2c3cc(NC(=O)c4cccnc4)ccc3O[C@H]2[C@H](CO)O1)NCc1cccnc1	-0.9
O=C(Cc1ccccn1)N[C@@H]1CC[C@@H](CC(=O)N2CCCCC2)O[C@H]1CO	-0.7
